Assay outcomes: PubChem, ICCB-Longwood Screening Facility, Harvard Medical School
PV pol inh: poliovirus RNA polymerase inhibition; hit rate 0.66% among 150,000; % elongation, % (compound at 16.7 µg/mL); poliovirus polymerase elongation, fluorescence polarization; active compounds read low; AID 588519; P03300; in the data active = % elongation below about 90%; also: some results filed as inactive read as strong as hits
Target sequence (P03300 1749-2209 limits assumed): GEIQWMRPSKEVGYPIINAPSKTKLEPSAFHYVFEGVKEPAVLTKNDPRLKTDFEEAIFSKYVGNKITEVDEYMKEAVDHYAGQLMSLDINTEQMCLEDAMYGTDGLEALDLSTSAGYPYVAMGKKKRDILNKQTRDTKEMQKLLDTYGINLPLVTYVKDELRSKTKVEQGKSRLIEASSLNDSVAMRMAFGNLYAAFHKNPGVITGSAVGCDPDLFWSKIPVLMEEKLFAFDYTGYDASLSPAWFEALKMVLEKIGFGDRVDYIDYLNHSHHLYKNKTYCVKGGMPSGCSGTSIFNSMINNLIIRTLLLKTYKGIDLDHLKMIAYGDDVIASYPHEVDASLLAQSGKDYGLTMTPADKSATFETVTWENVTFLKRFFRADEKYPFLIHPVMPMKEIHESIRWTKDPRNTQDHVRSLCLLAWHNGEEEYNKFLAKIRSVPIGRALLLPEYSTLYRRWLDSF
PV pol inh FP z-score: also measured in PV pol inh; calls as there; z-score; measured here: FP z-score; hits read low
Numbers without * were called inactive. Some of the compounds tested, so the mix of outcomes need not match the whole.

SMILES	PV pol inh	PV pol inh FP z-score
CCc1ccc(CNC(=O)Cn2ccc3cc(S(=O)(=O)N4CCCCCC4)ccc32)cc1	113	1.1
CC1(C)c2ccccc2N2CC(=O)NC21/C=C/c1ccc(F)cc1 (stereo unspecified)	103	-0.1
Cc1nn(C2CCS(=O)(=O)C2)c2ncc(C(=O)c3cc(F)ccc3O)cc12 (stereo unspecified)	97	0
CCc1nnc(SCC(=O)N(CC)c2ccccc2)c2cc3oc(C)cc3n12	111	0.8
CCSc1nn2cc(-c3ccccc3Cl)nc2s1	110	0.6
COc1ccccc1CNc1cc(-c2ccccc2)nc2nncn12	103	-1.2
Cc1cccc(-n2c(C)cc(CNC(=O)NC(C)C)c2C)c1	101	-0.1
C=C(C)COc1c(Cl)cc(C#N)cc1OC	105	2
COc1cccc(CNC(=O)CN(C)S(=O)(=O)c2ccc3c(c2)c(=O)n(C)c(=O)n3C)c1	102	-0.2
COc1ccc(CCC(=O)NCc2ccc3c(c2)CCN3C(=O)c2ccc(C)cc2)cc1	111	1.1
Clc1ccc(CSC2=NCCCN2)cc1Cl	102	0.3
COc1ccc(NC(=O)c2ccc3c(=O)n4nc(Nc5ccccc5C)sc4nc3c2)cc1Cl	109	0.2
COc1ccccc1NC(=O)N(Cc1nnc2n1CCCCC2)c1ccc(F)cc1	112	1
CCOc1ccc(CN(C)C(=O)c2ccc3ccccc3n2)cc1	100	-0.4
COCCCNc1oc(-c2ccccc2Cl)nc1C#N	101	0.2
CCn1c(C=Nc2ccccc2)nc2ccccc21	102	0
O=C(O)c1cccc(S(=O)(=O)N2c3cccc4cccc(c34)S2(=O)=O)c1	98	-0.3
Cc1nc2ccc(S(=O)(=O)NC(CC(C)C)C(=O)NCc3ccc(Cl)cc3)cc2s1 (stereo unspecified)	106	-0.4
O=C(O)COc1cccc(C(F)(F)F)c1	96	-3.3
O=C(Nc1cccc(Cl)c1)c1ccc2nc(CCc3ccccc3)oc2c1	106	-0.1
Cc1cc(C)c2c(n1)SCC(=O)N2CCCC(=O)NC(C)C	100	-0.8
Cc1cc2ncn(S(=O)(=O)c3ccc(S(=O)(=O)NCC4CCCO4)cc3)c2cc1C (stereo unspecified)	100	-0.6
CCOCCCn1c(=N)c(C(=O)NCc2cccnc2)cc2c(=O)n3ccccc3nc21	113	0.3
COc1cccc(-c2cc(C(F)(F)F)nc(N3CCCCC3)n2)c1	100	0.1
O=CN1CCN(C(=S)Nc2ccc(Cl)cc2Cl)CC1	102	-0.2

A second format for 4 compounds above:
structure: Cc1cc2ncn(S(=O)(=O)c3ccc(S(=O)(=O)NCC4CCCO4)cc3)c2cc1C (stereo unspecified)
  PV pol inh: 100; PV pol inh FP z-score: -0.6

structure: CCOCCCn1c(=N)c(C(=O)NCc2cccnc2)cc2c(=O)n3ccccc3nc21
  PV pol inh: 113; PV pol inh FP z-score: 0.3

structure: COc1cccc(-c2cc(C(F)(F)F)nc(N3CCCCC3)n2)c1
  PV pol inh: 100; PV pol inh FP z-score: 0.1

structure: O=CN1CCN(C(=S)Nc2ccc(Cl)cc2Cl)CC1
  PV pol inh: 102; PV pol inh FP z-score: -0.2

Continued.
SMILES	PV pol inh	PV pol inh FP z-score
CN(C)CCNC(=O)c1ccc2nc(Cc3ccccc3)oc2c1	101	-1.3
Cn1c(=O)c(C(=O)NCCN2CCNCC2)c(O)c2ccccc21	102	0.2
Cc1ccc(-n2ncc3c(Nc4ccc(Oc5ccccc5)cc4)ncnc32)c(C)c1	106	0
Cc1c(C(=O)N2CCCC2)oc2c1-c1nn(CC(=O)O)cc1CC2	101	-0.3
O=C(CCc1ccccc1)OCCN1CCCC1=O	103	0.1
CCCCN1C(=O)NC2NC(=O)NC21 (stereo unspecified)	101	0
Cc1ccc(-n2cnc3scc(-c4cccs4)c3c2=O)cc1	100	-0.5
Cc1cc2nc(N3CCN(c4ccccc4)CC3)c3ccccc3n2n1	103	-0.1
O=C(CC1Sc2ccccc2NC1=O)Nc1cccc(-c2nnc3n2CCCCC3)c1 (stereo unspecified)	95	-1.1
C=CCn1cnnc1SC(C)C(=O)N(CC)c1cccc2ccccc12 (stereo unspecified)	98	-0.7
CC(=O)Nc1ccc(NS(=O)(=O)c2cc(Br)cc3c2N(C(=O)C2CC2)CC3)cc1	106	0.5
COc1ccc2c(c1)c1nc(SC)n(CCO)c(=O)c1n2C	104	2
C[C@H](NC(=O)OC(C)(C)C)c1nnc(SCc2ccc(Cl)cc2Cl)o1	105	0.1
Cc1cccc(NC(=O)CN2N=C(c3ccccc3)CCC2=O)c1C	100	0
Cc1ccc(Cn2nnc3c(=O)[nH]c(C4CCN(C(=O)Cc5ccccc5F)CC4)nc32)cc1	101	-1.4
CCOc1ccc(Br)cc1C(=O)N/N=C/c1ccco1	102	0.1
O=S(=O)(c1ccc(-c2ccccn2)s1)N1CCC2(CC1)OCCO2	105	0.1
COc1ccc(C2=NN(C(=O)CSc3ccccc3)C(c3ccco3)C2)cc1 (stereo unspecified)	101	-0.2
COCCn1c(C)cc(O)c(C(c2ccccc2F)N2CCN(c3ccccc3)CC2)c1=O (stereo unspecified)	114	1.2
N#Cc1nc(-c2ccc(COc3ccccc3)o2)oc1N1CCN(c2ccccc2)CC1	113	1.5
Cc1ccccc1-n1c(C)nnc1SCC(=O)N(Cc1ccccc1)C(C)C	103	0.1
CC1CN(C)C(C)C/C1=N/O (stereo unspecified)	99	-0.3
COc1ccc(NC(=O)c2cc(-c3ccc(C)o3)nc3ccccc23)cc1OC	99	-0.8
Cc1n[nH]c(C)c1Cc1ccc(C(=O)O)o1	103	0.4
O=C(CCCOc1ccccc1)NC1CCCCC1	104	0.3

No new results follow: an excerpt of the list.
SMILES	PV pol inh	PV pol inh FP z-score
COc1ccc2c(c1)c1nc(SC)n(CCO)c(=O)c1n2C	104	2
C[C@H](NC(=O)OC(C)(C)C)c1nnc(SCc2ccc(Cl)cc2Cl)o1	105	0.1
Cc1cccc(NC(=O)CN2N=C(c3ccccc3)CCC2=O)c1C	100	0
Cc1ccc(Cn2nnc3c(=O)[nH]c(C4CCN(C(=O)Cc5ccccc5F)CC4)nc32)cc1	101	-1.4
CCOc1ccc(Br)cc1C(=O)N/N=C/c1ccco1	102	0.1
O=S(=O)(c1ccc(-c2ccccn2)s1)N1CCC2(CC1)OCCO2	105	0.1
COc1ccc(C2=NN(C(=O)CSc3ccccc3)C(c3ccco3)C2)cc1 (stereo unspecified)	101	-0.2

(more compounds)
SMILES	PV pol inh	PV pol inh FP z-score
CCS(=O)(=O)N1CCN(S(=O)(=O)c2ccc(Cl)cc2)CC1	104	0.4
Cc1ccc(-c2c3c(=O)n(C)c(=O)n(C)c3cn2C)cc1	103	0.3
Cc1ccc2oc(=O)c3cc(C(=O)NCCCN4CCN(C)CC4)sc3c2c1	100	0.1
CCc1ccc2nc3n[nH]c(N)c3cc2c1	100	-0.5
CCCN(CCC)C(=O)Cn1c(SCc2cccc(C)c2)nc2ccncc21	104	0.8
COc1ccc(OC)c(C(=O)CSc2ncc3c(n2)-c2ccccc2N(Cc2ccccc2C)S3(=O)=O)c1	111	0.3
CC(C)CCNC(=O)Cc1ccc(NC(=O)N2CCCCc3ccccc32)cc1	107	0.1
Cc1ccc(OCC(O)Cn2cnc3ccccc32)cc1 (stereo unspecified)	101	0.2
C=CCN1C/C(=c2\sc3nc(-c4ccccc4OC(C)=O)nn3c2=O)c2ccccc21	98	-0.5
Cc1cc(=O)n(Cc2ccccc2)[nH]1	99	-0.3
CNC(=O)c1cc(S(=O)(=O)N2CCCC2)ccc1Cl	101	-0.3
CN(C)S(=O)(=O)c1cc(S(=O)(=O)c2ccc(Cl)c(S(=O)(=O)N(C)C)c2)ccc1Cl	102	0.1
COc1ccc(N2C(=O)c3ccc(Oc4ccccc4)cc3C2=O)cc1	105	0.6
O=C(CN1C=NS(=O)(=O)c2ccccc21)Nc1ccc(Br)cc1	105	-0.4
CCC(C)c1ccc(NC(=O)C2CC=CCC2C(=O)O)cc1 (stereo unspecified)	96	-1.5
O=C1c2ccccc2-c2onc3c(N4CCN(C5CCCCC5)CC4)cc(NCCO)c1c23	150	5.5
COC(=O)CNS(=O)(=O)c1ccsc1C(=O)OC	104	0.1
CCOc1ccc(N2CC(NC(=O)c3ccc(S(=O)(=O)N4CCCCC4)cc3)CC2=O)cc1 (stereo unspecified)	110	0.8
CC(=O)Nc1ccc(NC(=O)c2ccc(NC(C)=O)cc2)cc1	102	0.1
CC(C)(C)NS(=O)(=O)c1cc(C(=O)Nc2nccs2)ccc1Cl	102	-0.1
Cc1csc(=O)n1CCC(=O)OCc1cc2ccccc2nc1Cl	100	-0.3
Cc1ccc(NC(=O)C23CC4CC(CC(C4)C2)C3)cc1	101	0
CCn1c(SCC(=O)Nc2c(C)cccc2C)nnc1-c1nonc1NC(C)=O	103	-0.7
Cc1ccc2oc(=O)c3cc(C(=O)NCc4ccc(Cl)cc4)sc3c2c1	106	0.3
COc1ccccc1NC(=O)CSc1nnc2c3ccccc3n(C)c2n1	101	-0.7
Next compounds follow.
SMILES	PV pol inh	PV pol inh FP z-score
CCOc1ncnc2c1sc1nc3c(cc12)COC(C)(C)C3	103	0.3
CCCCN=Cc1c(O)n(Cc2ccccc2)c(=O)[nH]c1=O	101	0.2
Cn1cc(C(=O)O)c(=O)c2ccccc21	103	0.2
COc1ccccc1-c1noc(CCC(=O)Nc2cc(C(F)(F)F)ccc2Cl)n1	101	0
CCC(C)NC(=O)c1cc2n(n1)CCCN(Cc1ccc(C)cc1)C2=O (stereo unspecified)	101	-0.9
CCOC(=O)C1CCCN(C(=O)c2ccc3c(c2)N(Cc2ccccc2)C(=O)c2ccccc2S3(=O)=O)C1 (stereo unspecified)	106	0.2
CCc1ccc(-c2nc(CSCC(=O)NCCc3ccccc3)c(C)o2)cc1	103	0.5
O=C(Cc1cccc2ccccc12)NCC1CCCO1 (stereo unspecified)	107	0.6
CCOC(=O)c1c(NC(=S)N2CCOCC2)sc(C)c1C	101	-0.5
CCOC(=O)Cc1nn[nH]n1	103	0
Cn1c(C(=O)NCCN2CCOCC2)cc2c(=O)n(C)c3ccccc3c21	98	-0.2
CCN1CCC(N(Cc2ccco2)C(=O)NC2CCCC2)CC1	104	0.4
CCOC(=O)c1cc(C)n(CC2CCC(C(=O)Nc3cccc(C)c3)CC2)c1C (stereo unspecified)	104	-0.6
Cc1ccccc1C(=O)Nc1c(C(=O)Nc2cccc(F)c2)oc2ccccc12	101	-1
COc1cc(C(=O)Oc2cccc(C)c2C)cc(OC)c1OC	102	0.5
Cc1ccc(-c2nnc(Nc3cccc(Br)c3)c3ccccc23)cc1S(=O)(=O)N1CCN(C)CC1	101	-0.7
CN(C(=O)C1CC1)c1nnc(-c2ccc(F)cc2)s1	99	-0.7
CCN(C(=O)c1cccc(Cl)c1)C1CCCCC1	103	0.2
Cc1ccc(C(CNS(=O)(=O)c2ccc(F)cc2C)N2CCN(C)CC2)cc1 (stereo unspecified)	105	1
CSc1ccccc1NC(=O)C1Cc2ccccc2O1 (stereo unspecified)	108	0.7
Cc1ccc(-c2nnc(SCC(=O)N3CCc4ccccc43)o2)cc1	107	0.4
CC1=Nc2c(c(C)nn2-c2ccccc2)C(C(F)(F)F)(C(F)(F)F)O1	102	0.3
CC(C)c1nc(C#N)c(NCc2cccnc2)o1	105	0.2
CN(Cc1ccccc1)C(=O)COc1cc(=O)n(C)c2ccccc12	102	0.8
O=C(O)c1cc(NCc2ccccc2)ccc1N1CCOCC1	101	-0.1
Next section:
SMILES	PV pol inh	PV pol inh FP z-score
Cc1nc(-n2nc(C)c(Cc3ccccc3Cl)c2C)sc1C(=O)N1CCC(C)CC1	106	0.3
CCCn1c(=O)n(C)c(=O)c2c(SCC(=O)Nc3cccc(OC)c3)nc(C(C)C)nc21	103	0.2
CCc1ccccc1NC(=O)CSc1nnc(-c2nonc2NC(C)=O)n1C	108	0.4
CCn1c(=O)n(CC(=O)N(C)Cc2ccccc2)c(=O)c2ccccc21	103	0.5
O=C(CSc1n[nH]c(=O)n1-c1ccccc1)c1ccc2c(c1)OCCO2	103	-0.2
CN(C)C(=O)Oc1ccc[n+](C)c1	100	0.2
O=S1(=O)NC(=NCC(c2ccc(F)cc2)N2CCOCC2)c2ccccc21 (stereo unspecified)	103	-0.2
COC(=O)C1(C(=O)OC)C(C)(C)C1(C(=O)OC)C(=O)OC	103	1.1
CC(C)COc1ccccc1C1CC(=O)Nc2cc3c(cc21)OCO3 (stereo unspecified)	109	0.9
O=C1NCCN1CCNS(=O)(=O)c1ccc(F)cc1	104	0
COc1ccc(C2(C(=O)N3CCOCC3)CCCC2)cc1	105	0.2
O=C(c1c[nH]c2ccc(S(=O)(=O)Nc3ccccc3F)cc2c1=O)N1CCCCCC1	107	-0.6
COc1cccc(-c2csc3nc[nH]c(=O)c23)c1	102	-0.1
Cc1ccc(Cl)cc1NC(=O)CC1SC(N)=NC1=O (stereo unspecified)	105	1.1
CCN1c2ccccc2-c2nc3ccccc3n2C1c1ccco1 (stereo unspecified)	101	0.2
Cc1ccc(/C=C/C(=O)OCc2cc(Cl)cc3c2OCOC3)o1	103	0.3
COC(=O)c1sc(S(=O)(=O)N2CCCC2)c(C(=O)OC)c1C	102	0
COc1ccc(CNS(=O)(=O)c2cc3c(cc2Cl)NC(=O)CO3)cc1	104	-0.5
Cc1ccc(S(=O)(=O)c2cn(CC(=O)Nc3cccc(Cl)c3)c3ccccc3c2=O)cc1	105	-0.6
Cc1nn(C2CCS(=O)(=O)C2)c2nc(C3CC3)cc(C(=O)OCC#N)c12 (stereo unspecified)	98	-0.7
O=C(COC(=O)c1cc(O)c(O)c(O)c1)c1ccc(C2CCCCC2)cc1	111	1.1
O=C(NCCc1ccccc1)c1ccc(CS(=O)c2cccc(Cl)c2)o1 (stereo unspecified)	101	-0.3
COc1ccc(NC(=O)CSc2oc(-c3cccs3)nc2S(=O)(=O)c2ccc(Br)cc2)c(OC)c1	111	1.9
CN1CCN(CCCNC(=O)c2cn(C)c(=O)c3c2c2ccccc2n3C)CC1	102	0.2
